T cell HTS = modulators of CD8 T cell-vesicle binding, primary screen, mouse 2C CD8+ T cells, flow cytometry. calls only at 7 µM. 330,000 tested, 0.068% active. 2C CD8+ T cell-vesicle binding; hits give low values;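 active means response, share of CD8 T cells binding vesicles, and their 90th percentile fluorescence all below set limits, cut at about 80% in these data, passing the limit was not always enough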
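Assay system: 2C TCR transgenic mouse naive CD8+ T cells, MACS-purified | Read-out: CD8+ gate FL2 mean fluorescence as % of same-row positive control | Signal: High-throughput flow cytometry with anti-B7-1 and anti-CD8 staining | Timing: Binding step 1.5 h, 37 °C, antibody labelling 20 min, ice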
Myeloid diff 2 = induction of myeloid progenitor differentiation, primary screen, cell-based, flow cytometry, MLPCN library; 360,000 tested, 1% active; AID 624256, 2012; ER-HoxA9 myeloid progenitors, lysozyme-GFP differentiation; calls only at 10 µM;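 active means normalized GFP-positive differentiation at or above the plate's own cutoff, the solvent-only control mean plus 3 SD; inconclusive means no clear call, values can overlap the other calls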;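 further: cells exposed to compound for four days before flow analysis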
T cell HTS vesicle-bound % = also measured in T cell HTS; calls as there; double positive events, %; measured here: CD8+ vesicle-bound cell fraction;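 binding gate set so that unloaded-vesicle control wells show 10% double positive cells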
Myeloid diff 2 GFP+ MAC1+ % = recorded beside Myeloid diff 2, whose call it bears; GFP+ MAC1+ double positive, %; measured here: differentiation confirmed by MAC1 staining
Active calls of the source: *; i = inactive; ? = inconclusive; . = not tested or not shown.

Results follow in this order: T cell HTS	T cell HTS vesicle-bound %	Myeloid diff 2	Myeloid diff 2 GFP+ MAC1+ %
1	CN(C)S(=O)(=O)c1cccc(NC(=O)CCc2nc3cc(S(=O)(=O)N4CCOCC4)ccc3n2C)c1
→ i	20	i	1.2
2	O=C(NN=Cc1ccc(N2CCOCC2)s1)c1ccc([N+](=O)[O-])cc1
→ i	33	i	0.4
3	CCCCn1c(N)c(N(CC)C(=O)c2cc(S(=O)(=O)N3CCCCCC3)ccc2OC)c(=O)[nH]c1=O
→ i	17	i	0.8
4	CCN(Cc1ccccc1)C(=O)c1ccc(C)c(S(=O)(=O)N2CCCCC2)c1
→ i	63	i	0.3
5	Cn1cnnc1SCC(=O)NC1CC1
→ i	46	i	0.5
6	Cc1nccn1CC(=O)c1ccc(O)c(O)c1
→ i	25	i	2.0
7	CC(C)C[C@H]1CN=C(Nc2ccccc2)N1CC(C)C
→ i	44	i	0.7
8	CC(=O)c1c(C)[nH]c(C(=O)CN(C)CC(=O)Nc2ccccc2Cl)c1C
→ i	26	i	0.6
9	CCc1ccc([C@H]2C(C(=O)O)=C[C@@H](C(C)(C)C)N2S(=O)(=O)c2ccc(C)cc2)cc1
→ i	7	i	3.5
10	O=C(Nc1cccc(-c2ccc(N3CCOCC3)nn2)c1)c1ccccc1Cl
→ i	55	i	0.2
11	C[C@H](CO)N1C[C@H](C)[C@@H](CN(C)Cc2ccccc2)Oc2c(NS(=O)(=O)c3cn(C)cn3)cccc2C1=O
→ i	14	i	0.2
12	Cc1cccc(-n2c(SCC(=O)N(C)C3CCS(=O)(=O)C3)nc3ccccc3c2=O)c1C (centres undefined)
→ i	38	i	0.4
13	CCN(CC(=O)Nc1ccc2c(c1)OCCO2)Cc1nc2cc(Cl)ccc2c(=O)[nH]1
→ i	43	i	0.2
14	Nc1cc(C(=O)OCC(=O)Nc2cccc(S(=O)(=O)N3CCOCC3)c2)ccc1Cl
→ i	53	i	0.8
15	Cc1cc(C)cc(NC(=O)C(OC(=O)Cn2cnc3c2c(=O)n(C)c(=O)n3C)c2ccccc2)c1 (centres undefined)
→ i	24	i	0.4
16	O=C1c2ccccc2NC(c2ccc(-c3ccc(C(F)(F)F)cc3)o2)N1O (centres undefined)
→ i	11	i	0.8
17	Cc1coc2cc3oc(=O)c(CC(=O)N4C[C@H]5C[C@@H](C4)c4cccc(=O)n4C5)c(C)c3cc12
→ i	39	i	1.7
18	Cc1ccc(C)c(SCC(=O)NCC(c2ccco2)N2CCCCC2)c1 (centres undefined)
→ i	51	i	0.8
19	COc1ccccc1OCCNC(=O)c1ccc(C)o1
→ i	32	i	0.8
20	CCCn1c(SCC(=O)Nc2ccccc2C(=O)NC2CC2)n[nH]c1=O
→ i	35	i	0.4
21	COc1ccc(CNC(=O)[C@H](C)N2C(=O)N3CCc4c([nH]c5ccccc45)[C@@]3(C)C2=O)cc1OC
→ i	58	i	3.0
22	COc1cc(NC(=O)c2ccccc2-n2cnnn2)cc(OC)c1
→ i	43	i	0.3
23	COc1cccc(-c2ncc3ccccc3c2COC(=O)c2ccc(Br)cc2)c1
→ i	30	i	3.5
24	CC1CC(C)CN(C(=O)C(C)N2CCN(S(=O)(=O)c3cccs3)CC2)C1 (centres undefined)
→ i	29	i	0.7
25	CN(c1ccc(-c2csc(NC(=O)C3CC(=O)N(Cc4ccco4)C3)n2)cc1)S(C)(=O)=O (centres undefined)
→ i	32	i	0.8
26	O=C(N/N=C1\CCCc2c1[nH]c1ccc(Cl)cc21)c1ccncc1
→ i	27	i	0.3
27	Cc1ccc(C)c(S(=O)(=O)N2CCCC2CNC(=O)C(=O)NCC2CCCO2)c1 (centres undefined)
→ i	47	i	0.8
28	CC(Oc1ccccc1F)C(=O)NNC(=O)CCS(=O)(=O)c1ccccc1Cl (centres undefined)
→ i	52	i	0.8
29	CCN(CC)CCSc1nnc2c3cc(F)ccc3n(Cc3ccccc3)c2n1
→ i	51	i	0.3
30	Cc1cc(NC(=O)CSc2nnc(-c3ccccc3C)n2C)no1
→ i	47	i	1.0

Compounds shown so far containing fluorine, in the order listed:
Results follow in this order: T cell HTS	T cell HTS vesicle-bound %	Myeloid diff 2	Myeloid diff 2 GFP+ MAC1+ %
16	O=C1c2ccccc2NC(c2ccc(-c3ccc(C(F)(F)F)cc3)o2)N1O (centres undefined)
→ i	11	i	0.8
28	CC(Oc1ccccc1F)C(=O)NNC(=O)CCS(=O)(=O)c1ccccc1Cl (centres undefined)
→ i	52	i	0.8
29	CCN(CC)CCSc1nnc2c3cc(F)ccc3n(Cc3ccccc3)c2n1
→ i	51	i	0.3

Carrying on:
Results follow in this order: T cell HTS	T cell HTS vesicle-bound %	Myeloid diff 2	Myeloid diff 2 GFP+ MAC1+ %
31	COc1ccc(Cl)cc1NC(=O)CN(C)CC(=O)Nc1c(C)n(C)n(-c2ccccc2)c1=O
→ i	66	i	0.9
32	C[C@H](CO)N1C[C@H](C)[C@@H](CN(C)C(=O)Nc2ccc3c(c2)OCO3)Oc2ccc(NS(=O)(=O)c3ccc(F)cc3)cc2C1=O
→ i	19	i	0.6
33	Cc1ccc(NC(=O)COc2ccccc2C(N)=O)cc1S(=O)(=O)N1CCCCCC1
→ i	32	i	0.7
34	COc1ccc(S(=O)(=O)c2ccccc2)cc1NC(=O)c1c(F)cccc1F
→ i	46	i	0.5
35	CC1(C)CC[C@]2(C(=O)O)CC[C@]3(CO)C(=CCC4[C@@]5(C)C[C@H](O)[C@H](O)[C@@](C)(C(=O)O)C5CC[C@]43C)[C@@H]2C1 (some centres undefined)
→ i	48	i	1.5
36	Cc1csc(=O)n1CC(=O)OCC(=O)Nc1ccccc1C(C)C
→ i	23	i	0.2
37	O=C(c1ccco1)N1CCN(C(=O)c2ccc(-c3ccc(Cl)cc3)o2)CC1
→ i	28	i	0.2
38	COc1ccc(-n2cnnc2SCC(=O)NC2CCCCC2)cc1
→ i	56	i	0.4
39	Nc1c(N(CCC2=CCCCC2)C(=O)c2ccco2)c(=O)[nH]c(=O)n1Cc1ccccc1
→ i	32	i	0.4
40	Cc1cccc(NC(=O)CSc2nc(=O)n3ccccc3n2)c1C
→ i	43	i	0.5
41	CC(OC(=O)/C=C/c1ccccc1Cl)C(=O)NC1CCCCC1C (centres undefined)
→ i	55	i	2.1
42	Cc1ccc(S(=O)(=O)N2CCN(C(=O)c3ccccc3-c3nc4ccccc4s3)CC2)c(C)c1
→ i	52	i	0.8
43	O=C(COC(=O)Cc1ccccc1F)NNC(=O)c1ccc(Cl)cc1
→ i	53	i	0.4
44	COc1ccc(-c2ccc3c(c2)S(=O)(=O)c2cccc(C(=O)N4CCN(c5c(Cl)cncc5Cl)CC4)c2C3=O)cc1OC
→ i	18	i	0.3
45	O=C(Nc1nncs1)c1cc(-c2ccco2)nc2ccccc12
→ i	59	i	0.7
46	COc1ccc(N2CCN(S(=O)(=O)CCNS(=O)(=O)c3ccccc3)CC2)cc1
→ i	44	i	0.9
47	CC1(c2ccccc2)NC(=O)N(CC(=O)Nc2nc(-c3ccccn3)cs2)C1=O (centres undefined)
→ i	46	i	1.2
48	O=C(O)C1C2CCC(C2)C1C(=O)Nc1cccc([N+](=O)[O-])c1 (centres undefined)
→ i	34	i	0.7
49	COc1cccc(NC(=O)CN(C)C(=O)c2ccccc2OCC(=O)Nc2cccc(C(F)(F)F)c2)c1
→ i	13	i	1.6
50	CC(=NNC(=O)c1ccc(NS(=O)(=O)c2cccs2)cc1)c1ccc(OCC(N)=O)cc1
→ i	56	i	0.2
51	CCOC(=O)c1cc(-c2ccccc2C)nn1Cc1cc(CC)no1
→ i	32	i	0.6
52	COC(=O)c1ccc2[nH]c(C3(O)CCCCC3)c(C)c2c1
→ i	21	i	0.3
53	Cc1ccc(C(=O)c2ncc[nH]2)cc1
→ i	52	i	1.0
54	COc1ccc(CNC(=O)COC(=O)C(CCSC)N2C(=O)c3ccccc3C2=O)cc1 (centres undefined)
→ i	54	i	1.0
55	O=C1C=C(Nc2ccc(F)cc2)c2ccccc2C1=O
→ i	68	?	.
56	Cc1cccc(C)c1NC(=O)CCS(=O)(=O)c1ccc(Br)cc1
→ i	52	i	0.3
57	O=C(COC(=O)c1ccc(O)cc1)Nc1ccc2[nH]c(=O)[nH]c2c1
→ i	28	i	0.5
58	Cc1ccc(S(=O)(=O)N2CCOCC2)cc1NC(=O)COC(=O)COc1ccccc1[N+](=O)[O-]
→ i	42	i	1.3
59	O=C(NNC(=O)c1ccccc1F)c1cccc(S(=O)(=O)N2CCc3ccccc32)c1
→ i	39	i	0.5
60	O=C(CSC1=NS(=O)(=O)c2ccccc2N1)NCc1ccc(F)cc1
→ i	43	i	0.8
61	O=C(Nc1cc(-c2nc3ncccc3o2)ccc1Cl)c1ccc2c(c1)OCO2
→ i	12	i	0.9
62	Cc1noc(C)c1S(=O)(=O)N(C)C[C@H]1Oc2ccc(NS(=O)(=O)c3ccccc3)cc2C(=O)N([C@H](C)CO)C[C@@H]1C
→ i	18	i	0.7
63	CCN(C(=O)CSc1nnc(-c2ccc(OC(F)F)cc2)n1N)C1CCS(=O)(=O)C1 (centres undefined)
→ i	33	i	0.7
64	COc1ccc(Cl)cc1NC(=O)CN(C)C(=O)CCC(=O)c1cc(C)sc1C
→ i	42	i	0.2
65	O=C(c1ccc2ccccc2c1)N1CCCC1
→ i	60	i	0.5
66	Nc1ccc(C(=O)OCC(=O)NC(=O)c2ccccc2)cc1[N+](=O)[O-]
→ i	46	i	0.6
67	CCCCn1c(N)c(N(CC(C)C)C(=O)CSc2nnc(-c3ccc(Cl)cc3)o2)c(=O)[nH]c1=O
→ i	28	i	0.6
68	COc1ccc(C(=O)NCCc2c[nH]c3ccc(OC)cc23)cc1
→ i	61	i	0.6
69	CCC1CCCCN1C(=O)CSc1n[nH]c(N)n1 (centres undefined)
→ i	29	i	0.4
70	Cc1ccccc1C(=O)N1CCC(C(=O)Nc2nc3ccc(F)cc3s2)CC1
→ i	55	i	0.3
71	CC1CC(C)(C)CC2(C1)NC(=O)N(CC(=O)NCc1ccccc1F)C2=O (centres undefined)
→ i	56	i	0.4
72	CC(=O)Nc1ccc(S(=O)(=O)N(C)CC(=O)OCC(=O)NCc2ccco2)cc1
→ i	39	i	1.1
73	CC(C)CN(C(=O)Cn1c(C(F)(F)F)nc2ccccc21)C1CCS(=O)(=O)C1 (centres undefined)
→ i	14	i	0.5
74	Cc1ccc(S(=O)(=O)N2CCOCC2)cc1C(=O)Nc1ccc2c(c1)OCCO2
→ i	40	i	0.8
75	O=C(COC(=O)c1cc([N+](=O)[O-])ccc1N1CCOCC1)Nc1c(Cl)cccc1Cl
→ i	21	i	0.6
76	COc1cc(S(=O)(=O)N2CCn3cccc3C2C)ccc1NC(C)=O (centres undefined)
→ i	39	i	0.5
77	CC1CCCC(NC(=O)NC(=O)COC(=O)C2=NN(c3ccccc3)C(=O)CC2)C1C (centres undefined)
→ i	44	i	0.5
78	CCCCn1c(N)c(N(CC(C)C)C(=O)COC(=O)c2ccccc2NCCO)c(=O)[nH]c1=O
→ i	23	i	0.5
79	COc1ccc(NC(C)=O)cc1NC(=O)C1CCN(C(=O)Nc2ccccc2)CC1
→ i	18	i	0.7
80	CC(=O)NC12CC3CC(C1)CC(C(=O)OCC(=O)Nc1c(F)cccc1F)(C3)C2
→ i	29	i	1.8
81	CC1O[C@@H](O[C@H](C)CC/C=C/C(=O)O)C(O)C[C@H]1O (some centres undefined)
→ i	47	i	2.3
82	O=C(Nc1c(F)cccc1F)C(c1ccccc1)c1ccccc1
→ i	27	i	0.6
83	COc1cnn(-c2cccc(Cl)c2)c(=O)c1Cl
→ i	30	i	0.8
84	CC(=O)Oc1ccc2occ(C(=O)c3ccccc3)c2c1
→ i	50	i	0.4
85	O=C(CSc1nc(=O)n2ccccc2n1)N1N=C(c2cccs2)CC1c1ccc(F)cc1 (centres undefined)
→ i	4	i	1.1
86	CCOC(=O)CC(=O)Nc1ncnc2c1C(c1ccccc1)c1c(ccc3ccccc13)O2 (centres undefined)
→ i	8	i	1.1
87	CSCC[C@H](N)C(=O)NC[C@H]1CC[C@H](C(=O)N[C@@H](Cc2ccccc2)C(=O)O)CC1
→ i	47	i	0.7
88	O=C(Nc1ccc(Oc2ccc(Br)cc2)cc1)C1=CC=CN2CCS(=O)(=O)N=C12
→ i	28	i	0.3
89	COc1ccccc1C(=O)OCc1cc(=O)n2ccsc2n1
→ i	55	i	0.0
90	Cc1cc(C)c(S(=O)(=O)N2CCCCC2CCNC(=O)C(=O)NCC2CCCO2)c(C)c1 (centres undefined)
→ i	12	i	0.1
91	O=C(Nc1ccc(Cl)cc1)C1(S(=O)(=O)c2ccccc2)CC1
→ i	54	i	1.1
92	O=C(OCCN1C(=O)c2ccccc2C1=O)[C@@H]1CC(O)CN1S(=O)(=O)c1ccccc1[N+](=O)[O-] (some centres undefined)
→ i	32	i	0.3

Profiles, looked up by structure. Screens in order: T cell HTS, T cell HTS vesicle-bound %, Myeloid diff 2, Myeloid diff 2 GFP+ MAC1+ %
CCC1CCCCN1C(=O)CSc1n[nH]c(N)n1 (centres undefined) across the screens: i, 29, i, 0.4
O=C(OCCN1C(=O)c2ccccc2C1=O)[C@@H]1CC(O)CN1S(=O)(=O)c1ccccc1[N+](=O)[O-] (some centres undefined) across the screens: i, 32, i, 0.3
O=C(CSC1=NS(=O)(=O)c2ccccc2N1)NCc1ccc(F)cc1 across the screens: i, 43, i, 0.8
O=C(Nc1cc(-c2nc3ncccc3o2)ccc1Cl)c1ccc2c(c1)OCO2 across the screens: i, 12, i, 0.9

High-throughput results: PubChem, NMMLSC

Some of the compounds tested; count on the stated rates, not on these rows.
